Assay outcomes: PubChem, several laboratories
SKN-1 inh = suppressors of acrylamide-induced Pgst-4::GFP reporter in worms, primary screen, SKN-1 inhibitor project, whole organism, uHTS, GFP/RFP fluorescence ratio, strain VP596. C. elegans VP596 Pgst-4::GFP/RFP ratio, 24 h. 0.49% of 360,000 active. AID 624304, 2012. inhibition, % at 21.8 µM;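 active means interference check ratio from 0.5 to 1.5 plus GFP to RFP signal ratio inhibition reaching or exceeding a fixed threshold, cut at about 30% in these data, passing the limit was not always enough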; further: some compounds called inactive have numbers as strong as hits
MT1-MMP act inh = blockers of MT1-MMP proenzyme processing, primary screen, HT1080 RFP-PRO-GFP cells, GFP/RFP fluorescence. 0.061% of 360,000 active. GFP/RFP ratio fluorescence, overnight; percent of plate control window, DMSO zero. Matrix metalloproteinase-14 (Homo sapiens), P50281. AID 651647, 2012. GFP/RFP ratio change, % at 20 µM;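 active means GFP/RFP ratio change of at least 30% with cell ATP level not reduced by more than half and red fluorescence within 50% of control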; further: strong numbers were not always called active
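Test system: HT1080 RFP-PRO-GFP cells; Benchmarks: DMSO and RFP-L50D-GFP cell wells; Timing: cells overnight before dosing, compound overnight, 37 °C, 5% CO2; Compound: one 20 µM compound dose with 1% DMSO; Read-out: GFP/RFP fluorescence ratio.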
MLLE-PAM2 inh = inhibitors of PABP1 MLLE–PAM2 peptide binding, primary screen, biochemical, fluorescence polarization, FITC-PAM2, GST-MLLE | Polyadenylate-binding protein 1 (Homo sapiens), P11940 | inhibition, % at 20 µM | 0.36% of 360,000 active; in the data active means inhibition above about 35%, passing the limit was not always enough;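 further: plate controls were DMSO wells with GST-MLLE for no effect and wells lacking GST-MLLE protein for full effect; some results filed as inactive read as strong as hits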
bovine MsrA act = bovine MsrA enzyme activators, primary screen, biochemical, absorbance, HTS; AID 602163, 2012; Methionine sulfoxide reductase A (Bos taurus); activation, % at 10.6 µM; purified bovine MsrA, absorbance read-out; 0.3% of 360,000 active; in the data active means activation above about 7.5%;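 further: 0% = vehicle and 100% = reference activator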
FAS TE block = FAS thioesterase domain inhibitors, primary screen, biochemical, fluorescence intensity, uHTS. inhibition, % at 15 µM. Fatty acid synthase (Homo sapiens), P49327. 0.67% of 360,000 active. AID 602261, 2012. recombinant FAS-TE, OMFH fluorogenic substrate, fluorescence endpoint;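 active means compounds whose normalised, plate-corrected inhibition of enzyme fluorescence in the single-dose primary screen is 50% or more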;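 further: 0% = DMSO with enzyme and 100% = substrate without enzyme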
Tb MetRS inh = T. brucei MetRS inhibitors, primary screen, biochemical, luminescence. purified T. brucei MetRS, ATP depletion, Kinase-Glo luminescence. inhibition, % at 11.9 µM. 0.4% of 360,000 active. AID 624268, 2012;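 active means inhibition above a per-plate cutoff of the control wells' mean inhibition plus 3 SD, cut at about 5.5% in these data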;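 further: 0% = DMSO wells median and 100% = median of wells with control inhibitor compound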
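System: purified T. brucei MetRS enzyme / Detection: Kinase-Glo luciferase luminescence reporting remaining unconsumed ATP / Medium: HEPES buffer with MgCl2, KCl, DTT, spermine, BSA, pyrophosphatase / Replication: singlicate, one well per compound / Evaluation: percent inhibition relative to median high and low control wells / Schedule: 2 h aminoacylation at 25 °C after 15 min preincubation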
NRP1-CendR mod = modulators of CendR peptide binding to NRP-1, primary screen, biochemical, fluorescence polarization, uHTS; Neuropilin-1 (Homo sapiens), O14786; inhibition, % at 25 µM; FAM-RPARPAR peptide binding to NRP-1; 0.85% of 360,000 active;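 active means inhibition or corrected inhibition above about 18%, plus a signal ratio from 0.5 to 1.5, limit read from the data, passing the limit was not always enough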; further: strong numbers were not always called active
Target sequence (O14786 whole entry, looked up): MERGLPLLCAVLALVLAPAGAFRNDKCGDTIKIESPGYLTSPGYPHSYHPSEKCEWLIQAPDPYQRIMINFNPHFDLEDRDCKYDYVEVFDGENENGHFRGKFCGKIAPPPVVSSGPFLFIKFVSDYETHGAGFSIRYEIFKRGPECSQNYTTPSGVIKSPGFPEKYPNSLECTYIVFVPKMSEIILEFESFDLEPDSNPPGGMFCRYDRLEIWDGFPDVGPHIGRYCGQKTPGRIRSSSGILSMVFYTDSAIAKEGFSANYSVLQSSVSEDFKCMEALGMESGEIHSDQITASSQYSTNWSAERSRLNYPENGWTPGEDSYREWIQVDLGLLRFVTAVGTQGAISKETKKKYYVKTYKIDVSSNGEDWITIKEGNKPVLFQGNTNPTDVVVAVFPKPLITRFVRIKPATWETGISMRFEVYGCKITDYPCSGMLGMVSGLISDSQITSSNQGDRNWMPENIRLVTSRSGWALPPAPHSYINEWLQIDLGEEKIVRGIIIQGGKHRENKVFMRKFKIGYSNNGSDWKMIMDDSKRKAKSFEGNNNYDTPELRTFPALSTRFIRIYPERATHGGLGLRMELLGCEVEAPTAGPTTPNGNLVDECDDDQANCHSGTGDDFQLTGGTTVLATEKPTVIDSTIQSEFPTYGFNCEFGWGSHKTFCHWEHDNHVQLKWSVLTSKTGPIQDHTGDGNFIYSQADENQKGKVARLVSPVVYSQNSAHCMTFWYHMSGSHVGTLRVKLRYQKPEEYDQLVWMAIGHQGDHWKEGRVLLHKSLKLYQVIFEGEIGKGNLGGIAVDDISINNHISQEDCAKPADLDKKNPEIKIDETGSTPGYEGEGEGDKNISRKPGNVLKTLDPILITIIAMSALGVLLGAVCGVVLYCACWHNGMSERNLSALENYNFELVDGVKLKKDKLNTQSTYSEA
MsrA inhibitor = bovine MsrA enzyme inhibitors, primary screen, biochemical, absorbance, HTS | purified bovine MsrA, absorbance read-out | inhibition, % at 15.5 µM | 0.75% of 360,000 active | AID 651718, 2012; in the data active means inhibition above about 4.5%;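 further: 0% = vehicle wells with enzyme and 100% = reference inhibitor wells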
eLon inh = inhibitors of E. coli Lon protease, primary screen, biochemical, fluorescence polarization. P0A9M0. purified E. coli Lon protease. inhibition, % at 7.94 µM. 0.42% of 360,000 active; in the data active means inhibition above about 13%, passing the limit was not always enough;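 further: 0% = enzyme with probe and DMSO and 100% = no enzyme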
* = called active by the depositor; . = no result given.

SMILES	SKN-1 inh	MT1-MMP act inh	MLLE-PAM2 inh	bovine MsrA act	FAS TE block	Tb MetRS inh	NRP1-CendR mod	MsrA inhibitor	eLon inh
COc1cc(-c2cc(NC=O)c3ncc(-c4ccc(C(C)=O)cc4)n3c2)cc(OC)c1OC	-15	-4	-22	0	15	-0.1	-126	1.8	-4
CN(C)CCCN(C(=O)c1ccc(Br)s1)c1nc2cc3c(cc2s1)OCCO3	11	5	-4	-2	4	-0.5	-34	-0.6	-45
Cc1cccc(NC(=O)/C(C#N)=C/c2cn(CC(=O)NCc3ccco3)c3ccccc23)c1C	-9	4	-2	-12	-7	-2.0	2	0.4	-14
O=C(CN1C(=O)c2ccccc2S1(=O)=O)N1CCc2ccccc21	-18	5	-6	1	3	-0.6	1	1.1	-3
Cc1nc2ccc3nc(NC(=O)c4ccc5c(c4)OCCO5)sc3c2s1	7	-1	-32	-3	0	0.9	-17	1.8	-5
Cc1ccccc1NC(=O)CSc1n[nH]c(-c2ccccn2)n1	6	-1	-14	-2	-12	0.1	-3	-1.6	-5
COc1ccc(CNC(=O)CSc2nc3ccc(OC)cc3[nH]2)cc1	-5	1	-64	-3	-6	3.2	11	-1.3	-1
Cc1cc(-c2nc(C)c(C(=O)NNS(=O)(=O)c3ccccc3)s2)no1	6	3	0	-4	-6	-1.5	-67	1.2	-1
O=S(=O)(NCc1ccc2c(c1)OCO2)c1ccc2oc3ccccc3c2c1	7	0	-5	-7	31	-1.1	0	0.6	1
CC(C)N1C(=O)c2ccccc2NC(=O)C1C(=O)NCc1cccs1 (stereo not given)	4	-5	.	.	.	-0.1	3	-0.5	.
O=C(Nc1nc(OCC(F)(F)F)cnc1/C=C\c1ccccc1)c1ccccc1	23	4	-3	1	10	-0.1	0	-0.3	-4
CCOC(=O)C1=C(C)N(C[C@@H]2CC[C@@H](Cc3ccc4cc(OC)ccc4c3)O2)C(=O)NC1c1ccc(OC)cc1 (stereo not given in full)	-20	0	-11	-5	26	-1.9	-4	0.2	-5
CCCCC(=O)NCCc1cc2c(C)ccc(C)c2[nH]c1=O	-10	3	1	-7	-8	-0.8	-1	1.3	-2
O=C(Nc1ccc(Cl)cc1)Nc1ccccc1C(=O)NCc1ccco1	4	-7	1	-3	13	14*	-2	-0.2	-7
CC(=O)c1ccc(N(C(=O)CNC(=O)c2cccs2)C(C(=O)NCC2CCCO2)c2ccccc2)cc1 (stereo not given)	11	2	-30	-2	-1	-0.1	-11	0.7	-1
CCOC(=O)C1=CC[C@H]2c3c(c4ccccc4n3C)C(=O)C1N2Cc1ccccc1	9	-3	1	-2	8	-0.4	-14	0.9	3
COc1ccc(Cl)cc1NC(=S)NCc1ccco1	-8	1	10	-3	-2	-0.5	-3	-0.5	-2
O=C(Nc1ccc(S(=O)(=O)N2CCCC2)cc1)c1ccc([N+](=O)[O-])o1	0	7	-7	3	-4	-0.1	-1	.	-2
CCOc1ccc(CCNC(=O)CN2C(=O)NC3(CCCCC3C)C2=O)cc1OCC (stereo not given)	-10	3	-17	-1	-4	0.3	-3	1.0	-9
COc1ccc(-c2cncnc2N)cc1OC	0	-4	-13	-1	-11	0.0	0	-1.1	-2
COC(C[C@H](O)C[C@@H](O)COCc1ccccc1)OC	8	14	2	-3	-6	0.2	-7	0.1	-8
Cc1ncc(CO)c2cc(C(=O)Nc3ccccc3Cl)c(=Nc3cccc(C(N)=O)c3)oc12	14	3	4	-2	-5	-0.1	-5	-0.1	9
Cc1ccc2c(c1)C(=O)C(=O)N2CC(=O)Nc1ccc(N2CCOCC2)cc1	-4	1	0	-1	-6	-0.3	-16	-0.3	0
O=C(Nc1nnc(-c2ccccc2)s1)c1cc(S(=O)(=O)N2CCOCC2)c(Cl)cc1Cl	-15	-2	0	-2	1	-0.3	-3	-1.6	-2
COC(=O)c1ccc2c(=O)n(-c3ccccc3F)c(=S)[nH]c2c1	3	1	8	-1	-4	-0.8	-2	-0.4	5
c1ccc(-c2nnc(CSc3nnc(-c4cccs4)o3)o2)cc1	1	-1	-5	-2	-8	0.1	9	-0.8	2
Cc1cc(C)c(S(=O)(=O)Nc2ccccc2-c2ccccc2)c(C)c1	15	-15	-3	-1	37	-0.7	7	-0.3	4
Cc1nc(SCC(=O)N2CCNC2=O)c(C#N)c(C)c1C	2	-2	3	-1	-5	-0.2	6	0.7	-1
CC(C)c1ccc(S(=O)(=O)N2CCCCC2)cc1	5	-1	8	-4	11	0.9	-4	0.5	-5
C/C(CC1CC(C)OC1=O)=N\NC(N)=S (stereo not given)	12	-4	-29	-4	-12	-0.7	-2	0.7	-7
S=c1[nH]nc(COc2cccc3ccccc23)n1Cc1ccccc1	2	-5	-63	-1	9	0.0	4	-0.8	-6
C(=C\c1nc(-c2cccnc2)no1)/c1ccccc1	66*	1	0	-5	7	-0.6	3	-0.2	6
CCOC(=O)/C=C1\SCC(=O)N1CC(=O)NC1CCCCC1	0	3	-1	-9	-12	-0.9	-1	0.0	0
Nc1cc(=O)nc(SCC(=O)N2CCN(c3ccccc3)CC2)n1-c1ccc(F)cc1	-3	3	8	-2	-2	-0.3	-3	0.7	-3
CCOC(=O)C1CCCC12Nc1cccc3cccc(c13)N2 (stereo not given)	9	3	12	-2	-4	0.1	13	0.1	-17
C=CCN(CC(=O)O)S(=O)(=O)c1ccccc1C(F)(F)F	1	-1	7	-2	-4	-0.2	-8	0.6	-11
N#C/C(=N\Nc1ccccc1F)C(=N)N1CCCCC1	-8	6	-4	-14	-10	-1.1	4	2.5	-1
C/C=C/c1ccc(OCCSc2nc(C)cc(=O)[nH]2)c(OC)c1	10	8	34	-7	-6	-0.9	-10	-0.4	-2
O=C1N(CC(=O)N2CCc3ccccc32)CCN1Cc1ccccc1Cl	-8	1	-2	-6	22	-0.1	-4	-0.8	-5
O=C(COC(=O)CCCN=C1NS(=O)(=O)c2ccccc21)NNC(=O)c1ccccc1	7	2	-8	-3	-5	0.1	-21	-0.4	-2
O=C(COC(=O)c1ccc([N+](=O)[O-])cc1Cl)NCc1ccco1	6	1	10	-1	18	-0.3	3	0.3	2
CCOC(=O)N1CCN(C(=O)CN(c2ccc(OC)c(OC)c2)S(C)(=O)=O)CC1	-20	-1	-8	-12	8	-1.9	11	-0.4	-2
CN(Cc1ccccc1)S(=O)(=O)c1ccc(Cl)c(C(=O)O)c1	1	-2	10	-8	-2	-1.1	-2	-0.7	-12
O=C(CCCSc1nc2ccccc2[nH]1)NCc1ccco1	11	2	-25	1	-5	0.6	8	-0.2	-5
O=C(COC(=O)Cn1cnc2ccccc21)Nc1ccc2c(c1)OCCO2	-9	2	-3	-4	-9	0.2	1	-0.7	-3
COc1cccc(NC(=O)CN(C)C(=O)C2CCN(C(=O)c3ccccc3C)CC2)c1	15	0	3	-3	-7	-0.3	-17	-0.2	6
O=C(NCc1cccs1)C1CC1	3	-3	2	0	-4	-0.6	1	0.6	3
COc1ccc(NC(=O)CSc2ccc3ccccc3c2)cc1S(=O)(=O)N1CCCCC1	9	14	0	-3	37	-0.6	-8	1.4	-5
Cc1ccc(CNC(=O)CSc2nccn(-c3ccc(C)c(F)c3)c2=O)cc1	17	-2	41*	-1	-3	-0.4	-13	0.6	3
CCCc1c(C)c(C#N)c2nc3ccccc3n2c1NCCCN1CCOCC1	-4	2	-1	2	1	-0.6	-15	0.5	-2
New compounds follow
SMILES	SKN-1 inh	MT1-MMP act inh	MLLE-PAM2 inh	bovine MsrA act	FAS TE block	Tb MetRS inh	NRP1-CendR mod	MsrA inhibitor	eLon inh
CCOC(=O)C1CCCN(CC(=O)Nc2c(C(=O)OC)[nH]c3ccc(C)cc23)C1 (stereo not given)	-7	-5	7	-4	1	-1.8	2	0.2	-1
O=C(O)c1ccc2c(c1)CCC2	2	0	5	-3	-8	-0.7	3	0.6	2
COC(=O)c1cccc(NC(=O)CCCOc2cccc(C)c2)c1	14	-2	10	-6	6	-1.4	3	-0.9	-5
O=C(CN1C(=O)NC2(CCCC2)C1=O)NCc1ccco1	4	3	3	-2	-3	-0.2	-6	-0.2	-7
O=C(COC(=O)COc1ccccc1F)Nc1ccc2c(c1)OCO2	15	1	15	-1	-9	0.1	3	-0.5	0
O=C(/C=C/c1cccc(Cl)c1)NCCc1ccccc1	-8	3	-6	-4	20	-0.1	2	-0.8	-1
COc1ccc(CCC(=O)OCC(=O)NCc2ccc(OC)c(OC)c2)cc1OC	-3	0	1	-3	-6	-0.4	11	0.8	0
